Screening results from PubChem.
FID counter: compounds displacing fluorescent DNA intercalator, primary screen, artefact control for HCV NS3 helicase inhibitor project, biochemical, FID fluorescence | DNA fluorescent intercalator displacement | inhibition, % at 7.9 µM | 290,000 compounds, 0.17% hits; in the data active means inhibition above about 37%;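 further: 0% = vehicle and 100% = reference compound; higher means more ethidium bromide displaced from hairpin DNA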
PHOSPHO1 inh: PubChem AID 1565; inhibition, % at 13.3 µM; recombinant PHOSPHO1, absorbance phosphatase assay; Phosphoethanolamine/phosphocholine phosphatase (Homo sapiens), Q8TCT1; 290,000 compounds, 1.1% hits; in the data active means inhibition above about 60%
Target sequence (Q8TCT1 whole entry, looked up): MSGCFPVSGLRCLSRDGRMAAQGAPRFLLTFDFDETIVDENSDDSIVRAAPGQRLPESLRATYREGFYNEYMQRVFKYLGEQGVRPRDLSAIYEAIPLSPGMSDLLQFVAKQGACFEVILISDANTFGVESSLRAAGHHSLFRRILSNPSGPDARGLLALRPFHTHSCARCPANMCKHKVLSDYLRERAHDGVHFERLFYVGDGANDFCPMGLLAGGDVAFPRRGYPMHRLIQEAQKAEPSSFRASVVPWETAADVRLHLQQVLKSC
IMP-1 inhibitor: IMP-1 metallo-beta-lactamase inhibitors, primary screen, biochemical, epi-absorbance readout, Pseudomonas aeruginosa enzyme. purified IMP-1, nitrocefin hydrolysis, epi-absorbance fluorescence. inhibition, % at 5.6 µM. 290,000 compounds, 0.45% hits. metallo-beta-lactamase IMP-1 (Pseudomonas aeruginosa);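 active means inhibition above the mean plus 3 SD of all compounds in the same screening run, cut at about 4.5% in these data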;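 further: 0% = IMP-1 with DMSO and 100% = DMSO wells lacking enzyme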
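System: purified recombinant IMP-1 beta-lactamase. Medium: Zinc- and detergent-supplemented HEPES buffer, pH 7.1. Compound: one 5.6 µM dose […]. Schedule: 15 min preincubation plus 25 min reaction at 25 °C. Technique: Epi-absorbance fluorescence, 480 nm excitation, 530 nm emission.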
VIM-2 inhibitor: VIM-2 metallo-beta-lactamase inhibitors, primary screen, biochemical, epi-absorbance readout, Pseudomonas aeruginosa enzyme; purified VIM-2, nitrocefin hydrolysis, epi-absorbance fluorescence; inhibition, % at 5.6 µM; 290,000 compounds, 0.89% hits; AID 1527, 2009;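 active means inhibition above the mean of all tested compounds plus 3 SD, cutoff set per screening run, cut at about 7.5% in these data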;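 further: red hydrolysis product quenches plate fluorescence so inhibitors raise well fluorescence; 0% = enzyme with DMSO and 100% = DMSO without enzyme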
GalR3 antag: GalR3 antagonists in HEK293 cells, primary screen, cell-based, fluorescence readout. Galanin receptor type 3 (Homo sapiens), O60755. HEK293 GalR3-CNG cAMP membrane potential fluorescence; galR3 body fused to GalR1 C-terminus. inhibition, % at 3 µM. 360,000 compounds, 0.44% hits. AID 651719, 2012;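 active means inhibition above the screen-wide average plus 3 SD, cut at about 13% in these data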;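 further: forskolin and galanin both at EC90 stimulate the cells; cAMP rise reported by CNG channel membrane potential dye signal; 0% = forskolin plus galanin with DMSO and 100% = forskolin alone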
NS3 helicase inh: inhibitors of HCV NS3 helicase, primary screen, biochemical, Cy5 molecular beacon fluorescence. Hepatitis C virus NS3 helicase. NS3 helicase DNA unwinding. inhibition, % at 10.9 µM. 290,000 compounds, 0.56% hits. AID 1800, 2009;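 active means inhibition above the mean of all tested compounds plus 3 SD, set per campaign, cut at about 35% in these data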;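 further: 0% = DMSO wells and 100% = thioflavine S control wells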
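Assay system: hepatitis C virus NS3 helicase domain fragment enzyme. Also added: annealed dual-labelled DNA beacon duplex, ATP-started. Timing: 1 h reaction at 25 °C, ATP-initiated. Technique: Cy5 fluorescence at 0 and 60 min, beacon hairpin quenching. Evaluation: % inhibition of unwinding. Replication: one well per compound.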
GPR7 antagonist: GPR7 receptor antagonists, primary screen, cell-based, fluorescence, single concentration; Neuropeptides B/W receptor type 1 (Homo sapiens), P48145; GPR7-expressing cells, fluorescence antagonist assay; inhibition, % at 4.4 µM; 290,000 compounds, 1.1% hits; in the data active means inhibition above about 16%, passing the limit was not always enough;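 further: cells stimulated with the agonist NPW; 0% = agonist with vehicle and 100% = vehicle without agonist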
Target sequence (P48145 whole entry, looked up): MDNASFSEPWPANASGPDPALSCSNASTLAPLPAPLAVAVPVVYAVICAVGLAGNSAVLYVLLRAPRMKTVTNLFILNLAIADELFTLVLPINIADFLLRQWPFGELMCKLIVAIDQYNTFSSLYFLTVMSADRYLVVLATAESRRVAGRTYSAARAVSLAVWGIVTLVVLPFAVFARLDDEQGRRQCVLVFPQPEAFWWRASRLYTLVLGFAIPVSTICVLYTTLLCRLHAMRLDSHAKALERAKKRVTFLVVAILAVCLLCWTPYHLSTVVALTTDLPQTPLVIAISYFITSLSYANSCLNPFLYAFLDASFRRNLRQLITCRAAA
OXTR agonist: human OXTR agonists, primary screen, fluorescence, CHO-OTR cells, Fluo-8 calcium | Oxytocin receptor (Homo sapiens), P30559 | Fluo-8 calcium fluorescence; normalized: DMSO 0%, oxytocin 100% | activation, % at 3 µM | 320,000 compounds, 0.32% hits;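 active means activation above the mean of all tested compounds plus 3 SD, cutoff set per screening run, cut at about 20% in these data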;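 further: peak over basal fluorescence ratio from a 100 s FLIPR kinetic read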
Target sequence (P30559 whole entry, looked up): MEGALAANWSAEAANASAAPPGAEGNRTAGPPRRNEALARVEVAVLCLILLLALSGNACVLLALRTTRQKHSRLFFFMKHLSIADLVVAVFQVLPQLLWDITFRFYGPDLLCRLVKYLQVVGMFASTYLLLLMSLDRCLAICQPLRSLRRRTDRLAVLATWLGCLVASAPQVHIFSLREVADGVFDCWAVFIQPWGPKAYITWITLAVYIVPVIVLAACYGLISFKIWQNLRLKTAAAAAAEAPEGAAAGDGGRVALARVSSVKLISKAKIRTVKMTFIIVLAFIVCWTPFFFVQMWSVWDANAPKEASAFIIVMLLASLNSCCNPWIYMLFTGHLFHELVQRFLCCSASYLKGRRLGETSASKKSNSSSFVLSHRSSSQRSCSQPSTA
V1aR counter: agonists of human V1a receptor, primary screen, counter-screen for OXTR agonist project, fluorescence, CHO-V1R cells; Vasopressin V1a receptor (Homo sapiens), P37288; Fluo-8 calcium fluorescence, agonist mode; 0% DMSO, 100% 3 nM vasopressin; activation, % at 3 µM; 320,000 compounds, 0.25% hits;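 active means activation above the mean activation of all tested compounds plus 3 SD, per screening run, cut at about 20% in these data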;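 further: signal is peak over basal fluorescence ratio across a 100 second FLIPR read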
Active calls of the source: *.

`CN(CCC1CCOCC1)C(=O)c1cc(COc2c(F)cccc2F)on1` gave FID counter -40, PHOSPHO1 inh 54, IMP-1 inhibitor -3.2, VIM-2 inhibitor -1.8, GalR3 antag -2, NS3 helicase inh 0, GPR7 antagonist 1, OXTR agonist 0.7 and V1aR counter 2.5.
COCCN(C(=O)/C=C/c1ccccc1)c1nnc(-c2cccnc2)s1 was read as FID counter -4, PHOSPHO1 inh 36, IMP-1 inhibitor -2.7, VIM-2 inhibitor -2.0, GalR3 antag -2, NS3 helicase inh 2, GPR7 antagonist -6, OXTR agonist -0.2 and V1aR counter -0.3.
For Cn1nc(-c2ccc(Cl)cc2)c2cc(C(=O)N3CCCC3)sc21 the results were FID counter -7, PHOSPHO1 inh 6, IMP-1 inhibitor -4.6, VIM-2 inhibitor -1.5, GalR3 antag 1, NS3 helicase inh 4, GPR7 antagonist -2, OXTR agonist -1.6 and V1aR counter -1.2.
O=S(=O)(NC1CCCCC1)c1cccc2nsnc12 was read as FID counter -5, PHOSPHO1 inh 24, IMP-1 inhibitor -0.4, VIM-2 inhibitor -0.6, GalR3 antag 0, NS3 helicase inh -8, GPR7 antagonist 0, OXTR agonist -0.5 and V1aR counter 0.0.
For O=C(COc1ccc([N+](=O)[O-])cc1)Nc1ccc(C(=O)Nc2ccccc2C(=O)O)cc1 the results were FID counter -26, PHOSPHO1 inh -7, IMP-1 inhibitor -3.1, VIM-2 inhibitor -3.8, GalR3 antag -7, NS3 helicase inh 12, GPR7 antagonist 3, OXTR agonist -1.1 and V1aR counter 0.5.
Screening Cc1ccc2nc(-c3ccc(NC(=O)CSc4ccccc4)cc3)[nH]c2c1 returned FID counter 18, PHOSPHO1 inh 18, IMP-1 inhibitor 3.3, VIM-2 inhibitor -2.0, GalR3 antag -10, NS3 helicase inh -9, GPR7 antagonist -1, OXTR agonist -1.5 and V1aR counter 0.0.
For COc1ccc(O[C@H]2C=C[C@@H](c3ccccc3)O[C@@H]2COC(=O)CC/C(C)=N/OC[C@@H](O)[C@H]2O[C@@H]3OC(C)(C)O[C@@H]3[C@H]2O)cc1 the results were FID counter -49, PHOSPHO1 inh 4, IMP-1 inhibitor 1.2, VIM-2 inhibitor 0.6, NS3 helicase inh -32, GPR7 antagonist 5, OXTR agonist 2.0 and V1aR counter 1.9.
`CC1CCc2c(sc3nc(SCC(=O)O)n(-c4ccccc4)c(=O)c23)C1` (stereo not given) gave FID counter -36, PHOSPHO1 inh 18, IMP-1 inhibitor -1.6, VIM-2 inhibitor -0.7, GalR3 antag -10, NS3 helicase inh 37*, GPR7 antagonist 1, OXTR agonist 0.6 and V1aR counter 0.7.
For CCOC(=O)c1nn(-c2cccc(C)c2)c2nc(-c3ccccc3)c(C#N)c(=O)n12 the results were FID counter -2, PHOSPHO1 inh -41, IMP-1 inhibitor 0.4, VIM-2 inhibitor -1.7, GalR3 antag -2, NS3 helicase inh 4, GPR7 antagonist 3, OXTR agonist -1.6 and V1aR counter -0.2.
Screening O=C(CSc1nnc(-c2cccnc2)n1Cc1ccco1)c1ccc2ccccc2c1 returned FID counter -28, PHOSPHO1 inh 70*, IMP-1 inhibitor -2.9, VIM-2 inhibitor -2.0, GalR3 antag -6, NS3 helicase inh 2, GPR7 antagonist -2, OXTR agonist -0.4 and V1aR counter 2.4.
For CCn1nc(C)cc1-c1nnc(SCC(=O)Nc2ccccc2)n1CCCOC the results were FID counter -21, PHOSPHO1 inh 8, IMP-1 inhibitor -1.9, VIM-2 inhibitor -0.8, GalR3 antag -4, NS3 helicase inh 12, GPR7 antagonist 0, OXTR agonist -1.3 and V1aR counter -1.1.
Screening Cc1cc(NC(=O)c2cc(-c3ccccc3Cl)nc3ccccc23)no1 returned FID counter -25, PHOSPHO1 inh 28, IMP-1 inhibitor -1.4, VIM-2 inhibitor -0.8, GalR3 antag -6, NS3 helicase inh -3, GPR7 antagonist -8, OXTR agonist 0.8 and V1aR counter 0.3.
`COc1ccc(-c2nnc(-c3ccc(N)cc3)o2)cc1` gave FID counter -10, PHOSPHO1 inh 2, IMP-1 inhibitor -0.4, VIM-2 inhibitor -1.0, GalR3 antag -2, NS3 helicase inh -6, GPR7 antagonist 3, OXTR agonist -0.9 and V1aR counter -0.7.
Screening Cc1ccc(C2c3[nH]c4ccccc4c3C[C@H]3C(=O)N(c4ccccc4C(=O)N4CCC[C@H]4C(=O)O)C(=O)N23)cc1 (stereo not given in full) returned FID counter -30, PHOSPHO1 inh 13, IMP-1 inhibitor -3.6, VIM-2 inhibitor -1.5, GalR3 antag -2, NS3 helicase inh 7, GPR7 antagonist 0, OXTR agonist -0.4 and V1aR counter 0.5.
For CCC(C)NC(=O)CSc1nc2ccccc2c(=O)n1-c1c(C)n(C)n(-c2ccccc2)c1=O (stereo not given) the results were FID counter -7, PHOSPHO1 inh -13, IMP-1 inhibitor -1.2, VIM-2 inhibitor -0.3, GalR3 antag -9, NS3 helicase inh 9, GPR7 antagonist -9, OXTR agonist 0.4 and V1aR counter 0.3.
For O=C(C1COc2ccccc2O1)N1CCn2c(nc3ccccc32)C1 (stereo not given) the results were FID counter -15, PHOSPHO1 inh -4, IMP-1 inhibitor -4.4, VIM-2 inhibitor -2.4, GalR3 antag -1, NS3 helicase inh 0, GPR7 antagonist -5, OXTR agonist 0.3 and V1aR counter 1.4.
For O=C(O)c1ccc2c(c1)ncn2C1CCCC1 the results were FID counter 1, PHOSPHO1 inh -20, IMP-1 inhibitor 0.9, VIM-2 inhibitor -0.5, GalR3 antag -5, NS3 helicase inh 5, GPR7 antagonist -3, OXTR agonist 0.4 and V1aR counter 0.3.
For CSCC[C@H](NC(=O)c1ccco1)c1nnc2ccccn12 the results were FID counter 0, PHOSPHO1 inh 20, IMP-1 inhibitor -0.7, VIM-2 inhibitor 1.1, GalR3 antag 0, NS3 helicase inh 9, GPR7 antagonist -6, OXTR agonist 0.6 and V1aR counter 0.3.
`CC1=NN(C(C#N)c2ccccc2C)C(C)(C)C1` (stereo not given) gave FID counter 1, PHOSPHO1 inh -22, IMP-1 inhibitor -2.5, VIM-2 inhibitor -2.6, GalR3 antag -3, NS3 helicase inh 3, GPR7 antagonist -2, OXTR agonist -0.6 and V1aR counter -0.2.
For C=CCn1c(CNC(=O)CCC)nc2ccccc21 the results were FID counter 1, IMP-1 inhibitor 0.4, VIM-2 inhibitor -2.5, GalR3 antag 4, NS3 helicase inh 9, GPR7 antagonist -2, OXTR agonist -0.6 and V1aR counter -0.7.
`CNS(=O)(=O)c1cccc(C(=O)NCC(c2cccs2)N(C)C)c1` (stereo not given) gave FID counter 10, PHOSPHO1 inh 19, IMP-1 inhibitor -5.2, VIM-2 inhibitor -4.0, GalR3 antag -2, NS3 helicase inh 8, GPR7 antagonist -8, OXTR agonist 0.1 and V1aR counter -0.1.
O=C(Cc1ccccc1)NCCN1CCCC1 was read as FID counter -5, PHOSPHO1 inh 35, IMP-1 inhibitor -2.4, VIM-2 inhibitor -2.5, GalR3 antag 1, NS3 helicase inh 7, GPR7 antagonist -13, OXTR agonist -0.8 and V1aR counter 0.1.
`CCOC(=O)Nc1ccc2c(C)cc(=O)oc2c1` gave FID counter 0, PHOSPHO1 inh 14, IMP-1 inhibitor -5.3, VIM-2 inhibitor -0.8, GalR3 antag -6, NS3 helicase inh -3, GPR7 antagonist 11, OXTR agonist -0.4 and V1aR counter 0.6.
Screening COc1ccc(C(=O)N2CCN=C2SCc2cccnc2)cc1OC returned FID counter -5, PHOSPHO1 inh -5, IMP-1 inhibitor -1.9, VIM-2 inhibitor 1.7, GalR3 antag 2, NS3 helicase inh -1, GPR7 antagonist 2, OXTR agonist 1.0 and V1aR counter 0.9.
Screening Cc1ccc2[nH]cc(CCNC(=O)C3CCCO3)c2c1 (stereo not given) returned FID counter -5, PHOSPHO1 inh 45, IMP-1 inhibitor -2.6, VIM-2 inhibitor -1.6, GalR3 antag -9, NS3 helicase inh 1, GPR7 antagonist -12, OXTR agonist 1.5 and V1aR counter 0.2.
For CCC(C(=O)NCC1CCCO1)N(Cc1ccccc1)C(=O)CNS(=O)(=O)c1ccccc1 (stereo not given) the results were FID counter -35, PHOSPHO1 inh 28, IMP-1 inhibitor -3.4, VIM-2 inhibitor -1.5, GalR3 antag -10, NS3 helicase inh -5, GPR7 antagonist -7, OXTR agonist 0.3 and V1aR counter -0.9.
For COc1ccc(/C=C/C(O)=C2/C(=O)NC3(C)CC2c2ccccc2O3)c(OC)c1OC (stereo not given) the results were FID counter -32, PHOSPHO1 inh 4, IMP-1 inhibitor -0.9, VIM-2 inhibitor 0.3, GalR3 antag -2, NS3 helicase inh -6, GPR7 antagonist -19, OXTR agonist -2.6 and V1aR counter -0.7.
Screening CCCCn1nnnc1NCc1ccc(OC)c(OC)c1OC returned FID counter -6, PHOSPHO1 inh -1, IMP-1 inhibitor 1.2, VIM-2 inhibitor -1.4, GalR3 antag -6, NS3 helicase inh -4, GPR7 antagonist -5, OXTR agonist 0.3 and V1aR counter 1.1.
Screening Cc1ccc(NS(=O)(=O)c2c(C)[nH]c(C)c2C(=O)N2CCCC2)cc1 returned FID counter -12, PHOSPHO1 inh 50, IMP-1 inhibitor -2.1, VIM-2 inhibitor -2.2, GalR3 antag 0, NS3 helicase inh -1, GPR7 antagonist -2, OXTR agonist -1.2 and V1aR counter -0.1.
For Cc1ccc(N=C2NC(=O)CS2)c(C)c1 the results were FID counter -1, PHOSPHO1 inh 10, IMP-1 inhibitor -1.3, VIM-2 inhibitor -0.6, GalR3 antag 0, NS3 helicase inh -1, GPR7 antagonist 3, OXTR agonist -0.6 and V1aR counter -0.4.
For Cc1cc(C)c(NC(=O)C2CCCCN2C)c(C)c1 (stereo not given) the results were FID counter 1, PHOSPHO1 inh 17, IMP-1 inhibitor -1.0, VIM-2 inhibitor -1.5, GalR3 antag -2, NS3 helicase inh 3, GPR7 antagonist -10, OXTR agonist 0.1 and V1aR counter 0.9.
Screening CC(=O)c1ccc(NC(=O)C2CCCN(S(=O)(=O)c3ccc(-n4cnnn4)cc3)C2)cc1 (stereo not given) returned FID counter -24, PHOSPHO1 inh 39, IMP-1 inhibitor -4.3, VIM-2 inhibitor -2.7, GalR3 antag -9, NS3 helicase inh -5, GPR7 antagonist -2, OXTR agonist 0.5 and V1aR counter -0.5.
